Bioassay records from PubChem.
AI-2 QS modul = modulators of Vibrio harveyi AI-2 quorum sensing system; Vibrio harveyi JMH597 AI-2 luminescence/OD600 ratio, 9 h; hits give low values; strain lacks LuxN and CqsS sensors; 0 = neutral-control median; activity change, % at 7.5 µM; 300,000 tested, 0.4% active; AID 2094; in the data active = activity change below about -75%, passing the limit was not always enough;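 also: luminescence divided by OD600 gain over 9 h not by final OD600 alone; inactives centre near 13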
HIF act = HIF pathway transcriptional activation; U2OS HRE-luciferase reporter, luminescence; normalized: DMSO 0%, desferrioxamine 100%; activation, % at 7.5 µM (by protocol); 300,000 tested, 0.32% active;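 active = mean activation of at least 10% of the iron chelator positive control signal, with at least half of replicates also reaching 10%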
TRPC6 act = activates the mouse TRPC6 cation channel | Q61143 | HEK293-TRPC6 membrane potential dye fluorescence; hits give high values | B-score at 10 µM | 310,000 tested, 0.13% active | AID 2550;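 active = B-score of the integrated fluorescence ratio above library mean plus 3 SD, and starting fluorescence ratio within library mean plus 5 SD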;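 also: higher score means more depolarization so channel activation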
Target sequence (Q61143 whole entry, looked up): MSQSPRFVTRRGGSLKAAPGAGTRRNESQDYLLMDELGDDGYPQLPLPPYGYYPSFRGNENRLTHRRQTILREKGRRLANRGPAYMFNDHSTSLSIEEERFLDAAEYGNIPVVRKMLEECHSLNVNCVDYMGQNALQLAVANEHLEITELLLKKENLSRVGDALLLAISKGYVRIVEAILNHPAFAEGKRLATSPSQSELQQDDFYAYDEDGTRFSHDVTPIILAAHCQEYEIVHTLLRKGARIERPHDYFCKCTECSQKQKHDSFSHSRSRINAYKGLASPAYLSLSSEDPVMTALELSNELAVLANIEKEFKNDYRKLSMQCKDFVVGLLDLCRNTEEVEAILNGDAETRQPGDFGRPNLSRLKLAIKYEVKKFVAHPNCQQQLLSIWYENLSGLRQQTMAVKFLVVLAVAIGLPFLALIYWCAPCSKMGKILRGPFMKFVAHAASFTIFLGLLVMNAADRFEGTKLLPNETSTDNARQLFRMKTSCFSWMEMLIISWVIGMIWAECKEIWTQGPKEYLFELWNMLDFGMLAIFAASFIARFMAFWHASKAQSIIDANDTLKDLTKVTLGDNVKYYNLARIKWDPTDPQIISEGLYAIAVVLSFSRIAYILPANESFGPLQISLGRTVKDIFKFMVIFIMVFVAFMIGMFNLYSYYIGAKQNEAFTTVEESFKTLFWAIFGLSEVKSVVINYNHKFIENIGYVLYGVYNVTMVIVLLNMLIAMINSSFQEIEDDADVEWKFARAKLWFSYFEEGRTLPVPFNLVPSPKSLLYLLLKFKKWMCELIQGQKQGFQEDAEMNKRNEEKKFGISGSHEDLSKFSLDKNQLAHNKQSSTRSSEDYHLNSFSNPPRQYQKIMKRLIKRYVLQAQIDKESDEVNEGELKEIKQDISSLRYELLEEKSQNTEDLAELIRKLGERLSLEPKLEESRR
MrgX1 antag = antagonists of human MrgX1 receptor. 310,000 tested, 1.3% active. B-score at 10 µM. MRGX1-HEK293 calcium flux, Fluo-4, BAM8-22 antagonism; hits give low values. AID 588676;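 active = calcium-response B-score plate-corrected more than 3 library SD below zero, starting fluorescence within 5 deviations, no agonist response on first addition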;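 also: peak minus trough fluorescence over baseline after final BAM8-22 challenge near maximal dose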
PolyA inhibitor = yeast polyadenylation inhibition; S. cerevisiae SKY197-pL101 polyadenylation reporter, beta-gal luminescence; efflux-impaired pdr1/pdr3 knockout yeast; score 100 = 6 SD above DMSO; calls only at 12 µM; 300,000 tested, 0.02% active;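 active = lowest replicate activity score at least 50, where 100 means six control SD above control mean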;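 also: yeast exposed to compound for 9 h at 30 °C; higher score means more reporter readthrough which indicates perturbed polyadenylation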
TRPC4 agonist = opens the mouse TRPC4 cation channel; 310,000 tested, 0.49% active; Q9QUQ5; HEK293 TRPC4beta/mu-opioid, Fluo4 calcium fluorescence; hits give high values; B-score at 10 µM; AID 2237;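 active = B-score above 5 SD of library B-scores, and initial fluorescence ratio not above library mean plus 5 SD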;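 also: positive B-score marks a calcium rise read as TRPC4 activation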
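Material: HEK293 stable line with TRPC4beta plus mu-opioid receptor; technique: Fluo4 calcium-sensitive dye fluorescence, kinetic, 1 Hz baseline; timing: Fluo4 dye loading 45 min at room temperature, 110 s recording; controls: assay buffer as low control, maximal DAMGO as high control; read-out: integrated baseline-normalised fluorescence ratio, converted to per-well B score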
TRPC4 block = inhibitors of mouse TRPC4 channel; AID 2247; HEK293 TRPC4beta/mu-opioid, DAMGO-evoked Fluo4 calcium flux; hits give low values; 300,000 tested, 0.39% active; B-score at 10 µM;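 active = B-score over 3 SD under the library average, no early fluorescence shift, positive overall ratio signal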
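Material: HEK293 cells with stable TRPC4beta plus mu-opioid receptor expression; probe or stimulus: DAMGO in two steps, submaximal then maximal; technique: Fluo4 calcium fluorescence by kinetic imaging, 5 s 1 Hz baseline; measure: integrated fluorescence ratio relative to baseline, converted to per-well B score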
MrgX1 ag = human MrgX1 receptor agonism, primary screen | Q96LB2 | MrgX1-HEK293 cells, Fluo-4 calcium fluorescence, agonist mode; hits give high values | B-score at 10 µM | 310,000 tested, 0.44% active | AID 588627;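 active = calcium response B-score plate-corrected fluorescence ratio at least 3 library SD, with starting fluorescence B-score inside 5 SD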
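Test system: HEK293 cells stably expressing human MrgX1 receptor; Input: fifteen thousand cells per well; Dosing: compound delivered in addition one of three; Schedule: overnight seeding, then 1 h dark dye loading; Technique: Fluo-4 NW calcium fluorescence; Measure: B-scored fluorescence response ratio; Controls: positive and negative controls per plate.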
TRPC4 potent = TRPC4 (mouse) allosteric potentiation | B-score at 10 µM | HEK293 TRPC4beta/mu-opioid, DAMGO EC20, Fluo-4 Ca2+ flux; hits give high values | 310,000 tested, 0.42% active;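 active = B-score of calcium response area above 5 SD of library B-scores, with initial fluorescence ratio within 5 SD of library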;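 also: B-score of integrated fluorescence ratio over time as area under calcium response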
TRPC6 inh = mouse TRPC6 channel inhibition; B-score at 10 µM; 310,000 tested, 1.1% active; Q61143; HEK293-TRPC6, membrane potential dye, ACh-evoked depolarization; hits give low values;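 active = B-score under library mean minus 3 SD, initial fluorescence not abnormally high, positive integrated signal ratio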;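 also: B-score derived from integrated fluorescence ratio over the kinetic read; more negative B-score means stronger inhibition of depolarization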
MrgX1 PAM = human MrgX1 positive allosteric modulation, primary screen. MrgX1-HEK293, Fluo-4 calcium flux, FDSS; hits give high values. B-score at 10 µM. 310,000 tested, 0.63% active;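 active = plate-corrected calcium response at least 3 library SD above typical, normal starting fluorescence, not activating the receptor alone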;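 also: compound read alongside a low EC10 to EC30 dose of BAM8-22 agonist; peak minus trough fluorescence over baseline measured at the second addition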
Numbers without * were called inactive; i = inactive; nt = not tested or not shown. These rows are one share of the data (hit frequency here may not be typical).

Results follow in this order: TRPC6 inh	AI-2 QS modul	TRPC4 potent	MrgX1 PAM	TRPC4 block	PolyA inhibitor	MrgX1 antag	MrgX1 ag	HIF act	TRPC6 act	TRPC4 agonist
> CC(NC(=O)c1ccccc1F)C1CC1 (stereo not drawn)
  i	28.8	i	i	i	i	i	i	-0.3	i	i
> O=C(c1cccs1)N1CCN(Cc2ccccc2)CC1
  i	8.7	i	i	i	i	i	i	nt	i	i
> CCC(C)CCCCNC1=NCCS1 (stereo not drawn)
  i	-0.3	i	i	i	i	i	i	0.1	i	i
> Cc1ccc(S(=O)(=O)CCSc2n[nH]c(=O)n2-c2ccccc2)cc1
  i	15.3	i	i	i	i	i	i	-0.6	i	i
> COc1ccccc1N1CCN(Cc2cn[nH]c2-c2ccc(F)cc2)CC1
  i	10.4	i	i	i	i	i	i	0.2	i	i
> O=C1CN(C(=O)CNCc2cccc(Cl)c2)c2ccccc2N1
  i	38.8	i	i	i	i	i	i	-0.1	i	i
> O=C(NNC(=O)c1nc(Cl)ccc1Cl)c1ccc(F)cc1
  i	27.2	i	i	i	i	i	i	-0.3	i	i
> CCOC(=O)c1ccc(NC(=S)N(CCCN2CCCCC2)Cc2ccco2)cc1
  i	23.9	i	i	i	i	i	i	-0.2	i	i
> COc1ccccc1-c1nnc(SC)n1C
  i	15.9	i	i	i	i	i	i	-0.4	i	i
> O=C1CCC(=O)N1c1ccccc1-c1ccccc1
  i	0.8	i	i	i	i	i	i	0.1	i	i
> CCC(C)N(C(=O)COc1ccccc1C(=O)NCc1ccccc1)C1CCS(=O)(=O)C1 (stereo not drawn)
  i	16.9	i	i	i	i	-6.16*	i	0.0	i	i
> N/C(=N\O)C1COc2ccccc2O1 (stereo not drawn)
  i	17.3	i	i	i	i	i	i	0.2	i	i
> CCC(C)C(=O)Nc1nnc(SCC(=O)Nc2ccc(F)cc2)s1 (stereo not drawn)
  i	16.4	i	i	i	i	i	i	0.3	i	i
> CCCNC(=O)C1CCN(S(=O)(=O)c2ccc3nc4c(c(C(=O)O)c3c2)CCCCC4)CC1
  i	-1.5	i	i	i	i	i	i	0.0	i	i
> CCOc1ccc(CCNC(=O)CN2C(=O)COc3ccc(S(=O)(=O)N4CCOCC4)cc32)cc1
  i	8.2	i	i	i	i	i	i	1.0	i	i
> CCOc1cccc(CN2CCC(Oc3ccc(C(=O)N4CCCC4)cc3)CC2)c1
  i	32.0	i	i	i	i	i	i	-0.7	i	i
> Cc1ccc(C(=O)O)cc1NC(=O)c1ccc2c(c1)C(=O)N(c1ccc([N+](=O)[O-])cc1)C2=O
  i	45.5	i	i	i	i	i	i	-0.8	i	i
> COc1ccc(-n2c(SCC(=O)Nc3cc(C)on3)nc3c([nH]c4ccccc43)c2=O)cc1
  i	15.7	i	i	i	i	i	i	0.0	i	i
> C=CCNC(=O)CSc1nc2sc(C)c(C)c2c(=O)[nH]1
  i	22.2	i	i	i	i	i	i	-0.2	i	i
> COc1ccc(CN(C(=O)COc2ccccc2)c2ccccc2C(=O)O)cc1
  i	-13.3	i	i	i	i	i	i	-0.1	i	i
> CCOc1ccccc1C1NC(=O)NC(C)=C1C(=O)OC1CCCCC1 (stereo not drawn)
  i	-18.1	i	i	i	i	i	i	0.0	i	i
> Nc1[nH]n(-c2ccccc2)c(=O)c1N=Nc1ccc2c(c1)OCO2
  i	17.5	i	i	i	i	i	i	2.8	i	i
> CCN(CC)CCNC(=O)c1ccc(N2CCCCC2)c(NS(=O)(=O)c2ccc(C)cc2)c1
  i	20.8	i	i	i	i	i	i	0.0	i	i
> c1coc(-c2nnc(-c3ccco3)nn2)c1
  i	35.3	i	i	i	i	i	i	2.9	i	i
> COc1ccc(CNC(=O)CN(C(=O)CCC(=O)Nc2nccs2)c2ccc3c(c2)OCO3)cc1
  i	14.7	i	i	i	i	i	i	-0.9	i	i
> Cc1ccc(N(CC(=O)NC2CCCCC2)C(=O)Cn2nnc(-c3ccc(C)o3)n2)cc1
  i	21.6	i	i	i	i	i	i	-0.3	i	i
> CC(=O)CSc1nnc(-c2ccncc2)n1C
  i	19.8	i	i	i	i	i	i	-0.2	i	i
> CCC(C)NC(=O)NC1C(NC(=O)NC(C)CC)N(C)C(=O)N1C (stereo not drawn)
  i	31.5	i	i	i	i	i	i	0.3	i	i
> CCc1ccccc1NC(=O)CCC(=O)Nc1nnc(C(C)C)s1
  i	13.9	i	i	i	i	i	i	0.3	i	i
> CC(C)C(=O)Nc1ccc2c(c1)oc1ccccc12
  i	8.9	i	i	i	i	i	i	2.2	i	i
> COc1ccc(Cl)cc1NC(=O)CSc1nncn1-c1cccnc1
  i	9.6	i	i	i	i	i	i	0.2	i	i
> Fc1ccc(-n2nnc(-c3ccccc3)n2)cc1
  i	20.9	i	i	i	i	i	i	0.7	i	i
> CCOC(=O)N1CCN(c2cc(=O)n(-c3ccc(C)cc3)c(=O)[nH]2)CC1
  i	25.5	i	i	i	i	i	i	-0.2	i	i
> N[C@@H](Cc1ccccc1)c1nnc(SC/C=C/c2ccccc2)o1
  i	8.1	i	i	i	i	i	i	0.3	i	i
> O=C(NCCN1CCCCC1)Nc1cccc(Cl)c1Cl
  i	1.8	i	i	i	i	i	i	-0.4	i	i
> CCNC(=O)c1cnn(-c2ccccc2)c1-c1ccccc1
  i	4.1	i	i	i	i	i	i	1.8	i	i
> CCOC(=O)/C(C#N)=C/c1c[nH]c2ccccc12
  i	11.4	i	i	i	i	i	i	3.2	i	i
> CC(=O)c1cc(-c2ccccc2)n(CC(=O)N2CCCC2)c1C
  i	28.0	i	i	i	i	i	i	-0.6	i	i
> COc1ccc(CC(=O)Nc2oc(-c3ccccc3)c(-c3ccccc3)c2C#N)cc1OC
  i	4.8	i	i	i	i	i	i	-0.5	i	i
> CC(=O)OCC(=O)Nc1ccc(Cl)cc1Cl
  i	5.7	i	i	i	i	i	i	0.2	i	i
> Cc1ccccc1NC(=S)NCCSc1ccc(Cl)cc1
  i	8.8	i	i	i	i	i	i	0.0	i	i
> CNC(=O)CN1C(=O)c2cccc3cccc1c23
  i	20.3	i	i	i	i	i	i	-0.3	i	i
> CN(C)c1ccnc(-n2cccc2/C=N/O)c1C#N
  i	17.2	i	i	i	i	i	i	-0.2	i	i
> COc1cc(CCC(=O)OCC(N)=O)cc(OC)c1OC
  i	10.7	i	i	i	i	i	i	0.6	i	i
> CC1CCCCN1Cc1ccc(-c2nn[nH]n2)cc1 (stereo not drawn)
  i	6.7	i	i	i	i	i	i	-0.1	i	i
> O=C(CSc1nnc(-c2cccc(S(=O)(=O)N3CCOCC3)c2)n1C1CCCCCC1)NCc1ccccc1
  i	24.3	i	i	i	i	i	i	-0.3	i	i
> O=C(NCC(=O)N1CCN(c2ccccc2)CC1)c1cccs1
  i	8.7	i	i	i	i	i	i	0.2	i	i
> CSc1ccc(S(=O)(=O)NCCSc2ccccn2)cc1
  i	46.6	i	i	i	i	i	i	0.0	i	i
> Cc1ccc(C(=O)N2CCCCCC2)cc1S(=O)(=O)Nc1ccccc1
  i	26.0	i	i	i	i	i	i	-0.2	i	i
> COc1ccc(C2(O)CCN(C(=O)Cc3cccnc3)CC2)cc1
  i	13.9	i	i	i	i	i	i	0.2	i	i

The list goes on:
Results follow in this order: TRPC6 inh	AI-2 QS modul	TRPC4 potent	MrgX1 PAM	TRPC4 block	PolyA inhibitor	MrgX1 antag	MrgX1 ag	HIF act	TRPC6 act	TRPC4 agonist
> Cc1cccc(NC(=S)NC(=O)Cc2ccccc2)c1C
  i	-32.5	i	i	i	i	i	i	-25.8	i	i
> Cc1ccc(C(=O)NC(=S)Nc2cc(-c3nc4ccccc4s3)ccc2C)cc1
  i	14.1	i	i	i	i	i	i	2.9	i	i
> COc1ccccc1NC(=O)COC(=O)CNC(=O)c1ccc(OC)c(OC)c1
  i	27.2	i	i	i	i	i	i	-0.3	i	i
> CCN1CCN(C(=O)c2ccccc2N(Cc2ccccc2)S(=O)(=O)c2ccc(OC)cc2)CC1
  i	-10.8	i	i	i	i	i	i	-0.6	i	i
> CCc1ccc(/C=N/NC(=O)Cc2cccn2C)cc1
  i	18.8	i	26.8*	i	i	i	i	0.6	i	i
> O=C(OCc1cc2ccccc2[nH]c1=O)C1CCCCC1
  i	21.5	i	i	i	i	i	i	-0.1	i	i
> COC(=O)c1ccc(NC(=O)C(=O)N2CCN(C(=S)NCCc3ccccc3)CC2)cc1
  i	38.3	i	i	i	i	i	i	-0.5	i	i
> CSc1ccc(CN2CCC(CO)(Cc3ccc(Cl)cc3)CC2)cc1
  i	41.6	i	i	i	i	i	i	0.1	i	i
> CCN(Cc1ccccc1)C(=O)/C=C/c1ccccc1[N+](=O)[O-]
  i	0.7	i	nt	i	i	nt	nt	0.0	i	i
> NNC(=O)/C(=C\c1ccc(Br)cc1)NC(=O)c1cccs1
  i	24.1	i	i	i	i	i	i	0.4	i	i
> COc1ccc(C2=NNC(c3ccco3)=Nc3ccc(F)cc32)cc1
  i	30.8	i	i	i	i	i	i	0.8	i	i
> COc1cc(OC)c(NC(=O)c2sc3ncn(CC(=O)N4CCN(c5ccccn5)CC4)c(=O)c3c2C)cc1Cl
  i	-0.3	i	i	i	i	i	i	0.0	i	i
> CCOC(=O)c1ccccc1NC(=O)CC1SC(=NC)N(C)C1=O (stereo not drawn)
  i	24.5	i	i	i	i	i	i	-12.2	i	i
> COc1ccccc1N1CCN(C(=O)c2cc3cc(Br)ccc3oc2=O)CC1
  i	33.5	i	i	i	i	i	i	-0.4	i	i
> CCOC(=O)N1CCC(NC(=O)c2ccc(CNS(=O)(=O)c3ccc(F)cc3)cc2)CC1
  i	37.5	i	i	i	i	i	i	-0.2	i	i
